# CHOP inh = blocks CHOP induction under ER stress | inhibition, % at 10 µM | CHO-K1 CHOP-promoter luciferase, tunicamycin-induced, 15-18 h | AID 2732 | 220,000 compounds, 3.8% hits;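 active = compounds that reduced the stress-induced luciferase reporter signal by more than about 70% of percent inhibition, limit read from the data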;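 note: 0% = tunicamycin plus vehicle and 100% = wells without tunicamycin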
# PGE2 EP2 inh = blocks the human prostaglandin E2 receptor EP2; AID 1422; 260,000 compounds, 0.52% hits; inhibition, % at 25 µM; C6 glioma cells expressing human EP2, cAMP TR-FRET; cells stimulated with saturating PGE2; P43116;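 active = percent inhibition above 40 after rounding to a whole number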;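 note: rat C6 glioma host cells with rolipram phosphodiesterase inhibitor present; the protocol text gives 20 µM as final concentration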
# Target sequence (P43116 whole entry, looked up): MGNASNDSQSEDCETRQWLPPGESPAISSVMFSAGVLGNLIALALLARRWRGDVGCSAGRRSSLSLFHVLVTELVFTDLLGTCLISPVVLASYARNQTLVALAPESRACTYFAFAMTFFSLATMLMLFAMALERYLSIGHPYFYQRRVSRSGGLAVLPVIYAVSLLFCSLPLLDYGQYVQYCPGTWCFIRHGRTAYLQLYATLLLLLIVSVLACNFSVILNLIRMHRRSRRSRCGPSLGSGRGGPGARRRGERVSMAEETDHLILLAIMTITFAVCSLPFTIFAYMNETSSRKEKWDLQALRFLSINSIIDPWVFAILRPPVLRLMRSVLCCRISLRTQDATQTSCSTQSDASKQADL
# TRPML3 ag = human mucolipin-3 channel agonism. Q8TDD5. HEK293 TRPML3-YFP, Fluo-8 calcium fluorescence; 100% = the carbachol control signal. activation, % at 3 µM. 220,000 compounds, 0.29% hits. AID 1448;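 active = activation above its plate's cutoff, the mean activation of the plate's test wells plus 3 SD, cut at about 12% in these data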;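 note: 0% = DMSO only wells and 100% = carbachol wells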
# Target sequence (Q8TDD5 whole entry, looked up): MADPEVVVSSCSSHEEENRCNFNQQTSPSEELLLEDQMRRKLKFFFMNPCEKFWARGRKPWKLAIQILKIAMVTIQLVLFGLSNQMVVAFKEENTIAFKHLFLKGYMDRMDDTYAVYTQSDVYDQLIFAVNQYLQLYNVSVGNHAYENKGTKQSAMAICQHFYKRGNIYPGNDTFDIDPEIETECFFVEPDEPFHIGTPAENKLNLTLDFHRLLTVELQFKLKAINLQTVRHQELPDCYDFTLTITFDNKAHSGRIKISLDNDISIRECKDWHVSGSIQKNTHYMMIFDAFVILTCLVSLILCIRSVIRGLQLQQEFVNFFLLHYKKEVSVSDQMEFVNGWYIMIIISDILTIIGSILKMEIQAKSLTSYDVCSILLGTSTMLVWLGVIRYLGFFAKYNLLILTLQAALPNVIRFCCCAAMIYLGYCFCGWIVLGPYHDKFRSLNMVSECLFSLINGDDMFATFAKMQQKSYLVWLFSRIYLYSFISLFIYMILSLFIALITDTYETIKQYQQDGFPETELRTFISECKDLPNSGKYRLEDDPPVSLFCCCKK
#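 Test system – HEK293 line with stable expression of human TRPML3-YFP channel · Control set – carbachol 87 µM final as high control (100%), DMSO as low control (0%) · Signal – Fluo-8 calcium dye fluorescence, ex 470-495, em 515-575 nm · Incubation – 1-h 37 °C dye load, 5-s basal, 120-s post-compound reads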
# PPC-1+TRAIL kill = kills PPC-1 cancer cells in the presence of TRAIL | cell killing (% activity), % at 4 µM | 220,000 compounds, 0.41% hits | PPC-1 cells + TRAIL, ATPLite viability luminescence;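 active = cell killing above 50% in the first pass at 4 µM, then a duplicate retest at 5 µM averaging 50% or more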;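 note: plate controls were cells with TRAIL plus DMSO for no effect and medium-only wells lacking cells for full effect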
# 14-3-3 Bad PPI = disrupts binding of bovine 14-3-3 zeta to phospho-Bad peptide; TR-FRET 14-3-3zeta/Dy647-pBad peptide displacement, 1 h; inhibition, % at 21.7 µM; 220,000 compounds, 0.71% hits; AID 781;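 active = inhibition above about 70%, limit read from the data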;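 note: 0% = full 14-3-3 plus peptide FRET controls and 100% = background without 14-3-3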
# NPY Y1 blocker = NPY-Y1 (human) receptor antagonism; P25929; 200,000 compounds, 1% hits; inhibition, % at 3.6 µM; HEK293-CNG Y1 cells, membrane potential fluorescence; NPY at EC95, then isoproterenol;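 active = inhibition above the campaign mean inhibition of all tested compounds plus 3 SD, cut at about 20% in these data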;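 note: 0% = DMSO wells given NPY plus isoproterenol and 100% = isoproterenol alone without NPY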
#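 Assay system: HEK293 cells with Y1 receptor plus CNG channel | Probe or stimulus: NPY (25 nM), isoproterenol (1 µM), Ro 20-1724 (25 µM) | Timing: Compound incubation 1 h at room temperature, readout 45 min post-stimulation | Measured by: Membrane-potential fluorescent dye readout | Benchmarks: High control isoproterenol alone, low control NPY with isoproterenol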
# NPY-Y1 PAM-ag = potentiators or agonists of human neuropeptide Y receptor Y1; NPY-Y1 expressing cells, potentiator/agonist activation; P25929; 220,000 compounds, 0.37% hits; activation, % at 3.6 µM; in the data active = activation above about 33%, passing the limit was not always enough;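 note: cells stimulated with NPY at EC10 then isoproterenol at EC100; 0% = low agonist plus stimulus and 100% = saturating agonist plus stimulus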
# EP2 modulator = EP2 receptor (human) modulation; AID 940; P43116; induction, % at 25 µM; 260,000 compounds, 0.83% hits; EP2-expressing cells, cAMP HTRF FRET, PGE2 co-stimulation;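 active = compounds whose cAMP rise, as percent of the full-agonist control response, exceeds 60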;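 note: rat C6 glioma line stably carrying human EP2 under a CMV promoter; the protocol text gives 20 µM as final concentration; 100% = response of wells given 1 µM PGE2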
# TRPN1 ag = zebrafish TRPN1 (NompC) channel agonism; HEK293 zebrafish TRPN1-YFP, Fluo-8 calcium fluorescence; 100% = response to 87 µM carbachol; activation, % at 3 µM; 220,000 compounds, 0.18% hits; AID 1424;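 active = activation above its plate's cutoff, the mean activation of test wells on that plate plus 3 SD, cut at about 19% in these data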;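 note: 0% = DMSO alone and 100% = 87 µM carbachol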
#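 Material: zebrafish TRPN1-YFP in HEK293 cells. Doses: one dose of 3 µM, 0.3% DMSO. Incubation: dye 1 h 37 °C plus 30 min RT. Measured by: intracellular calcium fluorescence with Fluo-8.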
# Active calls of the source: *; x = no result given; & = joins results of further samples; [ ] = another dose, or the depositor's remark.
SMILES,CHOP inh,PGE2 EP2 inh,TRPML3 ag,PPC-1+TRAIL kill,14-3-3 Bad PPI,NPY Y1 blocker,NPY-Y1 PAM-ag,EP2 modulator,TRPN1 ag
CN(C1CCCCC1)S(=O)(=O)c1ccc2[nH]c(=O)oc2c1,3,6,1.1,17,6,x,-15,3,0.2
C=CCN(CC=C)S(=O)(=O)c1ccc(C(=O)Nc2nnc(CSC)o2)cc1,41,4,0.1,6,-22,-6,5,30,-0.9
COc1cccc(C(=O)CSc2nnnn2C)c1,16,9&19,0.2,13,-1,-1,13,-2&6,2.4
C/C(=N\NC(=O)c1nc2ccccn2c1C)c1ccc2c(c1)OCO2,10,13,0.1,16,-21,1,-3,-20,0.1
C/C=C/c1ccc(OC(C)=O)c(OC)c1,-11,8,0.7,18,7,-4,-9,-3,0.2
Cc1ccc2c(c1)-c1c(cnn1CC(=O)Nc1ccccc1N1CCN(C)CC1)CO2,44,11,0.6,4,-3,2,-18,3,-0.5
COc1ccc(O)c(/C=N/NC(=O)c2ccc(OCc3cccc(Br)c3)cc2)c1,8,11,0.8,48,-4,-1,12,4,-2.5
COc1ccc2[nH]c(C)c(CCN3C(=O)C4C5C=CC(C5)C4C3=O)c2c1 (centres undefined),0,x,-0.2,-4,-2[fluorescence artefact?],2,2,-3,0.9
Cc1ccc(C)c(/C=C(\C(=O)O)c2ccc(S(=O)(=O)N3CCCCC3)s2)c1,9,16,0.7,-3,8,5,-7,6,-0.5
CCN(CC)S(=O)(=O)c1ccc(C)c(NC(=S)Nc2cccc(S(=O)(=O)N3CCCCCC3)c2)c1,54,12,0.3,1,-25,2,-3,-43,0.6
Cc1cc(C)n(-c2ccc3nnc(C)n3n2)n1,4,12,-0.3,6,-15,x,17,-1,-0.5
Cc1ccccc1NC(=O)Cn1c(CCC(=O)O)ccc1-c1cccs1,-15,10,1.2,20,-8,-1,15,35,0.7
CCOc1ccc(OCC)c(NC(=O)CCCN2C(=O)c3cccnc3C2=O)c1,-28,14,-0.5,9,-2,-1,7,-17,-1.3
CS(=O)(=O)N(Cc1ccccc1)c1ccc(C(=O)NCCSCc2ccco2)cc1,31,8,0.2,-12,-12,6,6,-36,-0.9
CCCn1c(SC2C(=O)CC(C)(C)CC2=O)nc2c1c(=O)n(C)c(=O)n2C,0,20,-0.6,-5,18,-2,-15,12,1.3
Cc1c(N/C=C/C(=O)c2ccc(Cl)cc2)c(=O)n(-c2ccccc2)n1C,19,18,0.1,-4,-8,2,3,-8,-1.2
CC(C)OP(=O)(OC(C)C)C1(O)C(=O)Nc2ccccc21 (centres undefined),10,0,-0.4,-2,-9,-4,-14,-2,1.1
N#Cc1ncc(C(F)(F)F)cc1Oc1cccnc1,15,8,0.8,0,-7,6,9,39,0.9
O=C(CN1c2cccc3cccc(c23)S1(=O)=O)Nc1ccccc1,16,5,0.2,14,-5,0,-23,-45,-0.3
CN1CCN(c2ccc(NC(=O)c3ccc4c(c3)[nH]c(=O)n4Cc3ccc(F)cc3)cc2)CC1,32,8,0.9,21,1[fluorescence artefact?],3,1,-24,1.0
CC(=O)OC[C@H]1O[C@H](C/C=N/O[C@@H](C)c2cn([C@H](CO)Cc3ccccc3)nn2)C=C[C@@H]1OC(C)=O,14,x,0.6,1,-1,-1,-13,31,1.8
CN(C)CCCNC(=S)Nc1ccc(Oc2ccccc2)cc1,-11,7,0.5,-9,-5,1,15,-47,0.6
Clc1cc2nc[nH]c2cc1Cl,14,6,0.0,-4,-1,x,23,-27,0.8
COc1ccc(/C=C/c2nc(C)c(-c3ccccc3)c(=O)[nH]2)cc1OC,-21,7,0.3,-12,8[fluorescence artefact?],0,7,1,0.8
Cc1cc([N+](=O)[O-])nn1CCCC(=O)Nc1cc(Cl)ccc1Cl,-16,3,0.3,18,13,2,-7,-37,-0.4
SMILES,CHOP inh,PGE2 EP2 inh,TRPML3 ag,PPC-1+TRAIL kill,14-3-3 Bad PPI,NPY Y1 blocker,NPY-Y1 PAM-ag,EP2 modulator,TRPN1 ag
CCN1CCN(Cc2ccc(OCc3ccccc3)c(OC)c2)CC1,-16,6,0.4,0,68,2,-25,6,1.5
Cc1nn(C)c(C(=O)Nc2cccc(CN3CCOCC3)c2)c1Br,32,6,2.6,7,-12[fluorescence artefact?],4,-1,3,-1.2
CN(C)C(C)(C)C#CC(O)(c1ccccc1)c1ccccc1,-1,5,-0.1,16,-8,3,17,-6,0.8
CCOC(=O)N1CCN(C(c2cccc(OC)c2)c2sc3nc(C)nn3c2O)CC1 (centres undefined),-31,16,-0.3,6,-7,-2,3,-13,0.0
CC1=C(C(=O)Nc2ccccc2C(F)(F)F)C(c2sccc2C)NC(=S)N1 (centres undefined),17,-1,0.9,23,5,4,2,-35,0.8
C=C(C)CN(CC)C(=O)CCc1nnc(CCCc2ccccc2)o1,-26,5,0.1,-1,0,2,-16,-28,0.9
O=C(NCc1ccc2c(c1)OCO2)C(C(=O)c1ccccc1)n1cc(Cl)ccc1=O (centres undefined),12,5,0.1,14,-6,-3,-17,7,-0.9
Cc1ccc(S(=O)(=O)Nc2cc(=O)[nH]c(SCC(=O)Nc3ccccc3Cl)n2)cc1,4,5,0.8,18,9,6,2,-15,2.0
COc1ccc(-n2cc(CNC3CCC(O)CC3)c(-c3cccc(F)c3)n2)cc1 (centres undefined),11,5,1.0,33,9,2,-6,-14,2.1
COc1cc(NCc2ccccc2O)c2ncccc2c1,-11,6,-1.7,2,-2,x,3,-11,-1.8
O=C(C1=C[C@@H](c2csc3ccccc23)C[C@@H](OCc2ccc(CO)cc2)O1)N1CCOCC1,37,2,1.9,7,-1,-3,-3,-27,2.1
O=C(c1cccc(N2CCCC2=O)c1)N1CCOCC1,2,1,1.2,-22,6,6,4,21,1.2
COc1ccc(/C=N/NC(=O)c2cccc(OC(F)(F)C(F)F)c2)c(OC)c1OC,-7,6,0.0,-2,4,8,-2,-46,1.0
Cc1ccc(NC(=O)c2ccc(OC(=O)c3cc4ccccc4o3)cc2)cc1,-25,9,0.4,9,19,1,-12,-9,-0.8
CC(C)CC(=O)NCCc1ccncc1,-12,4,0.9,10,2[fluorescence artefact?],3,12,4,-0.1
Cc1ccc(Nc2nnc(SCC(=O)NC3CCCc4ccccc43)s2)cc1 (centres undefined),41,16,-0.5,8,4,4,-13,-1,-1.8
Cc1ccc(C(=O)N/N=C/c2ccc(S(=O)(=O)O)o2)c(Cl)c1,22,7,0.8,-10,1,-2,-7,11,0.2
CCOC(=O)C(C)n1cnc2sc3c(c2c1=O)CCC3 (centres undefined),14,10,0.2,-32,0,-1,27,5,0.0
O=C(Nc1ccc2c(c1)OCO2)c1noc2c1CCCCC2,0,6,-0.2,34,10,2,20,0,1.1
O=C(Nc1ccccc1)N1CCCC(c2nc(-c3cccs3)no2)C1 (centres undefined),6,7,1.2,6,-2,-1,0,-34,1.8
COCCNCc1ccccc1,8,7,1.3,-6,1,-2,-9,9,-0.3
CCCNC(=O)NC(=O)COC(=O)/C=C/c1cc(Br)ccc1F,11,9,0.7,-6,7,12,-41,-16,1.5
COc1ccc(S(=O)(=O)NCc2ccc3c(c2)cc(C)n3C)cc1,39,9,1.8,1,0,3,-6,8,3.4
CCNc1nc(SCCOc2ccccc2)nc(N(C)C)n1,91*,10,0.0,9,3,9,-20,58,-0.6
COc1ccc(CNc2cc(C)ccc2C)c(OC)c1OC,-4,11,-0.5,24,-21,-1,5,31,-1.6

# CHOP inh: entries above that show a hit.
SMILES	CHOP inh	TRPML3 ag	14-3-3 Bad PPI	NPY Y1 blocker	NPY-Y1 PAM-ag	EP2 modulator
CCNc1nc(SCCOc2ccccc2)nc(N(C)C)n1	91*	0.0	3	9	-20	58

# 2 successive compounds out of the list so far, quoted:
SMILES,CHOP inh,PGE2 EP2 inh,TRPML3 ag,PPC-1+TRAIL kill,14-3-3 Bad PPI,NPY Y1 blocker,NPY-Y1 PAM-ag,EP2 modulator,TRPN1 ag
Cc1cc([N+](=O)[O-])nn1CCCC(=O)Nc1cc(Cl)ccc1Cl,-16,3,0.3,18,13,2,-7,-37,-0.4
CCN1CCN(Cc2ccc(OCc3ccccc3)c(OC)c2)CC1,-16,6,0.4,0,68,2,-25,6,1.5

# Returning to the listing, repeating the 4 entries before the break.
SMILES,CHOP inh,PGE2 EP2 inh,TRPML3 ag,PPC-1+TRAIL kill,14-3-3 Bad PPI,NPY Y1 blocker,NPY-Y1 PAM-ag,EP2 modulator,TRPN1 ag
CCCNC(=O)NC(=O)COC(=O)/C=C/c1cc(Br)ccc1F,11,9,0.7,-6,7,12,-41,-16,1.5
COc1ccc(S(=O)(=O)NCc2ccc3c(c2)cc(C)n3C)cc1,39,9,1.8,1,0,3,-6,8,3.4
CCNc1nc(SCCOc2ccccc2)nc(N(C)C)n1,91*,10,0.0,9,3,9,-20,58,-0.6
COc1ccc(CNc2cc(C)ccc2C)c(OC)c1OC,-4,11,-0.5,24,-21,-1,5,31,-1.6
CC(C)(C)OC(=O)N[C@@H](CC(=O)OCc1ccccc1)C(=O)O,2,12,0.9,-9,-1,4,4,25,0.8
CC(=O)N(CCC(c1ccccc1)c1ccco1)Cc1cccs1 (centres undefined),-21,10,-0.5,5,-3,5,-18,42,-0.9
O=C(Nc1ccc(Oc2cccnc2)nc1)c1ccc(C(F)(F)F)cc1,55,13,3.9,16,-3,x,-13,-3,12
CCOC(=O)Cn1c(=NC(=O)c2sc3ccccc3c2Cl)sc2cc(S(N)(=O)=O)ccc21,-2,12,0.5,-5,79*[fluorescence artefact?],-1,0,21,-0.1
O=C(N/N=C/c1ccco1)c1ccn[nH]1,-17,12,0.2,19,-13,-4,4,11,1.1
COc1cc(/C=N/NC(N)=O)c(Br)cc1OCC(=O)Nc1ccccc1C,51,23,0.3,26,11,0,-2,-3,1.2
O=C1Nc2ccc(Cl)cc2C12Nc1ccccc1-c1nnc(SCc3ccccc3F)nc1O2 (centres undefined),20,14,-0.6,-5,5,7,-8,7,0.5
CC(C)(C)OC(=O)NCCNC(=O)c1cccs1,-6,3,-0.1,4,-4,x,1,-25,1.5

# Screening data deposited in PubChem BioAssay by several laboratories.

# Some of the compounds tested (hit frequency here may not be typical).
